Autophagy mod: alters autophagy in cells; MEF GFP-LC3 puncta imaging; test concentration mostly 10 µM; 190,000 compounds, 0.98% hits; calls only at 10 µM (by protocol);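 active means percentage of spot-positive cells more than 3 SD above its plate mean, without a fluorescence outlier flag or 80% toxicity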;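 further: spot-positive cell cutoff set from DMSO-treated cells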
CSM14.1 death rescue: rescue of cells from ER stress-induced death, primary screen, 384-well, CSM14.1, thapsigargin, ATP luminescence (AID 1222); CSM14.1 thapsigargin-induced death rescue, ATP luminescence; higher % means a stronger effect; one-dose cellular ATP content (survival), % at 20 µM; EC50 in µM for titrated hits; 190,000 tested, under 10 active;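 active means EC50 below 50 µM in the dose-response confirmation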;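 further: death triggered by thapsigargin at about 15 µM added after 2 h compound pretreatment; cell ATP read after overnight thapsigargin exposure of roughly 18 to 22 hours; normalized against plate controls of thapsigargin alone and 5% DMSO vehicle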
Insulin prom up: MIN6 insulin promoter up-regulation. MIN6 insulin promoter-GFP reporter, high-content imaging; active compounds read high. z-score at 5 µM. 190,000 compounds, 0.3% hits. AID 1625;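 active means z-score above 3 at 5 µM with at least 500 cells counted in the well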
UTI89 phage lysis: protection from phage-mediated lysis, alamar blue read-out – E. coli UTI89, K1F phage, bacterial capsule biogenesis inhibitors (AID 488966). E. coli UTI89 K1F phage lysis, alamar blue, 2 h; higher % means a stronger effect. one-dose inhibition, % at 100 µM; IC50 in µM for titrated hits. 340,000 compounds, 0.02% hits;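 active means phage lysis inhibition, versus mean bacterial control, above a set limit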;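 further: capsule biogenesis inhibitors block K1F phage lysis so surviving cells raise fluorescence; higher fluorescence means more inhibition of phage lysis; actives were called in the ten point dose series up to 300 µM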
MT stabilize HCS: microtubule stabilization, imaging screen. % tubulin-high responders, % at 10 µM. HeLa tubulin immunostaining HCS, 24 h; share of cells brighter than vehicle mean+2SD. 200,000 compounds, 0.83% hits;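 active means plate Z-score above 3 for both tubulin-high and condensed-nucleus cell shares, with cell loss under 80%, at 10 µM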;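 further: anti alpha tubulin signal scored within the nucleus-defined area of each cell; some results filed as inactive read as strong as hits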
Dynein transport: dynein cargo transport inhibition | 3617.4 mouse cells, GR-EGFP nuclear translocation imaging; test concentration mostly 20 µM; stimulated with dexamethasone, 1 µM; active compounds read low | z-score, hits read low | 220,000 compounds, 0.47% hits | AID 1381;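 active means plate z-score of nuclear minus cytoplasmic receptor signal below a set negative limit, without overly bright fluorescence or cell loss, cut at about -3.5 in these data, passing the limit was not always enough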;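 further: z-score of nuclear minus cytoplasmic ring GR-EGFP intensity difference per well; some compounds called inactive have numbers as strong as hits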
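Buffer or medium – tet-free medium with charcoal-stripped serum · Signal – automated 10x imaging of fixed Hoechst-stained cells · Also added – dexamethasone agonist, 1.0 µM final, for 30 min · Incubation – induction 48 h, compound 1 h, agonist 30 min · Read-out – GR-EGFP nuclear translocation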
P. falciparum M1AAP: P. falciparum M1AAP inhibitors, biochemical, fluorogenic H-Leu-NHMec substrate, 1536-well (AID 1445); recombinant M1AAP, H-Leu-NHMec fluorogenic kinetic assay; higher % means a stronger effect; 220,000 compounds, 0.42% hits; inhibition, % at 30 µM; hits with a dose series show IC50 in µM;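 active means primary inhibition above the hit cutoff, then over 50% inhibition at one or more dose response concentrations, cut at about 23% in these data, passing the limit was not always enough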;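 further: plate controls were DMSO full reaction for no effect and no enzyme background for full effect; strong numbers were not always called active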
bCat nuc transl: modulators of beta-catenin nuclear translocation; HeLa beta-catenin nuclear translocation, immunofluorescence imaging; nuclear translocation activity, % at 5 µM; 190,000 compounds, 0.3% hits;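 active means nuclear translocation activity above 50% at 5 µM, with a well cell count of 50 or more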;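 further: per-cell ratio of nuclear to cytoplasmic median beta-catenin stain intensity; plate controls were DMSO negative control for no effect and GSK-3 inhibitor IX positive control for full effect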
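Test system: human HeLa cells, native beta-catenin. Compound dosing: 5 µM primary single dose, 0.1% DMSO, 0.02–20 µM confirmation series. Incubation: compound exposure 24 h at 37°C. Detection: beta-catenin immunostaining with DAPI counterstain, 20x imaging, 6 fields/well. Read-out basis: Nuclear/cytoplasmic beta-catenin signal ratio, % activation.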
P. falciparum M17LAP: P. falciparum M17LAP inhibitors, primary screen, biochemical, fluorogenic H-Leu-NHMec substrate, 1536-well (AID 1619) | 220,000 compounds, 0.38% hits | recombinant M17LAP, H-Leu-NHMec fluorogenic kinetic assay; higher % means a stronger effect | one-dose inhibition, % at 30 µM; IC50 in µM for titrated hits;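 active means compound inhibiting the enzyme by more than half at any dose during confirmatory dose-response retesting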;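 further: plate controls were full reaction with DMSO carrier for no effect and no enzyme background for full effect; strong numbers were not always called active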
Dynein transport cytoplasmic EGFP: recorded beside Dynein transport, whose call it bears; z-score; measured here: cytoplasmic GR-EGFP intensity; active compounds read high
Dynein transport nuclear GR-EGFP: recorded beside Dynein transport, whose call it bears; z-score; measured here: nuclear GR-EGFP intensity;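 lower value marks the stronger effect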
Dynein transport cell count: recorded beside Dynein transport, whose call it bears; z-score; measured here: cell count per field
Insulin prom up cell count: further read-out of Insulin prom up, marked with its call; cell count; measured here: cytotoxicity, nuclei count;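 total cells summed across four imaged fields per well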
bCat nuc transl cell count 5 µM: second read-out of bCat nuc transl, no call of its own (marks repeat the call); cell count; measured here: cell count, cytotoxicity flag
MT stabilize HCS Hoechst-high %: further read-out of MT stabilize HCS, marked with its call; % Hoechst-high responders; measured here: nuclear condensation Hoechst responders;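 share of cells brighter than vehicle mean plus two SD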
MT stabilize HCS cytotoxicity %: also measured in MT stabilize HCS; calls as there; toxicity, %; measured here: cytotoxicity by cell density;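 0% = mean cell density of plate MIN control wells and 100% = no cells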
Autophagy mod cell loss 18 h: also measured in Autophagy mod; calls as there; toxicity, %; measured here: cell loss, nuclei count;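 cell loss after 18 h compound exposure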
Active calls of the source: *; i = inactive; . = no result given; + = active, no number; [ ] = another dose, or the depositor's remark.

item | SMILES | Autophagy mod | Autophagy mod cell loss 18 h | CSM14.1 death rescue | Insulin prom up | Insulin prom up cell count | UTI89 phage lysis | MT stabilize HCS | MT stabilize HCS Hoechst-high % | MT stabilize HCS cytotoxicity % | Dynein transport | Dynein transport cytoplasmic EGFP | Dynein transport nuclear GR-EGFP | Dynein transport cell count | P. falciparum M1AAP | bCat nuc transl | bCat nuc transl cell count 5 µM | P. falciparum M17LAP
1 | COc1ccc(S(=O)(=O)N(Cc2ccc(OC)c(OC)c2)Cc2ccco2)cc1 | i | 16.5 | -1.3% | -0.75 | 589 | -0.3% | 6.8 | 1.6 | 8.7 | -0.127 | -0.0144 | 0.589 | -0.303 | 8.8% | -4.6 | 941 | -3.4%
2 | C=CCOc1cccc(C2C(C(=O)c3ccc(C)o3)=C(O)C(=O)N2Cc2ccncc2)c1 (stereo unspecified) | i | -1.0 | -1.6% | -0.18 | 1516 | -0.1% | 1.0 | 1.2 | 9.2 | -0.803 | -0.194 | -0.23 | 0.554 | -1.9% | -0.1 | 1391 | 4.7%
3 | CCN(CC)S(=O)(=O)c1cccc(C(=O)NC(C(=O)Nc2nnc(C3CC3)s2)C(C)C)c1 (stereo unspecified) | i | 18.6 | 1.2% | 0.22 | 1102 | 0.3% | 3.1 | 1.3 | 4.5 | 0.882 | -0.223 | 0.602 | 0.675 | 4.7% | -1.9 | 1238 | 1.4%
4 | CCN(CC)S(=O)(=O)c1cccc(C(=O)N[C@H](C(=O)NNC(=O)c2ccccc2)C(C)C)c1 | . | . | . | . | . | 0.3% | . | . | . | 1.23 | -0.298 | 0.556 | -0.454 | -4.3% | 1.8 | 1299 | -3.6%
5 | O=c1c2c3c(sc2nc2n1CCCC2)CCCC3 | i | 25.1 | -1.1% | -0.32 | 1167 | 0.3% | 4.4 | 1.1 | 1.6 | -0.523 | -0.259 | -0.986 | 1.57 | 5.7% | -1.4 | 1261 | -10.0%
6 | O=C(CSc1nnc(Cc2cccs2)n1-c1ccccc1)Nc1ccc2c(c1)OCCO2 | i | -1.8 | -1.3% | . | . | 4.8% | 4.2 | 1.8 | 5.3 | 2.2 | -0.251 | 0.916 | -0.64 | 2.9% | . | . | 11.5%
7 | CCc1cc(=O)oc2cc(OCC(=O)N(CC)CC)c(Cl)cc12 | i | 13.8 | 1.2% | 0.29 | 936 | -0.7% | 2.2 | 4.9 | 6.7 | -0.555 | -0.244 | -0.158 | 0.62 | 4.2% | . | . | 40.5%
8 | Cc1onc(-c2ccccc2Cl)c1C(=O)N1CCCCC1C(=O)O (stereo unspecified) | . | . | -0.4% | -1.23 | 962 | 3.7% | 5.4 | 2.5 | 7.0 | -0.562 | -0.218 | -0.272 | 0.134 | -4.2% | . | . | 5.1%
9 | Cc1ccc(C)c(C(=O)CCC(=O)Nc2cccnc2)c1 | i | 6.8 | -1.4% | . | . | 0.3% | 2.6 | 0.4 | 21.8 | 1.35 | 0.0497 | 1.61 | -0.914 | 2.3% | . | . | 6.9%
10 | O=C(NC1CC1)C1CCN(c2ccc(S(=O)(=O)N3CCOCC3)cc2Cl)CC1 | i | -12.5 | 4.0% | -0.26 | 939 | 5.2% | 2.5 | 2.2 | 2.6 | -0.54 | -0.205 | -0.201 | 0.41 | 0.5% | -2.8 | 1153 | 3.0%
11 | Cc1nccn1CCC1CCCCN1C(=O)CCc1nnc(-c2ccsc2)o1 (stereo unspecified) | i | -10.1 | 0.6% | -0.17 | 1374 | 0.5% | 4.2 | 1.2 | 11.9 | 0.378 | -0.285 | 0.217 | 0.109 | 2.3% | 1.6 | 1004 | -1.0%
12 | O=C(NNC(=O)c1ccccc1Br)c1ccc(Cl)c(Cl)c1 | i | 7.4 | 5.0% | . | . | 0.9% | 2.8 | 2.5 | 9.5 | -0.313 | -0.233 | -0.727 | 0.327 | -1.8% | . | . | -4.7%
13 | CC1(Br)C2CCCC1C2S(=O)(=O)c1ccccc1 (stereo unspecified) | i | 3.2 | 3.2% | 0.96 | 1582 | 3.6% | 3.9 | 1.5 | 6.5 | 0.73 | -0.251 | 0.138 | -0.325 | 7.8% | 0.3 | 1071 | -11.2%
14 | CC(C)=CCN1CCN(Cc2cc(F)ccc2-n2nc(C)cc2C)CC1CCO (stereo unspecified) | i | 9.9 | -0.7% | -0.02 | 1117 | 0.2% | 1.5 | 1.7 | 5.9 | -0.861 | -0.147 | -0.493 | -0.688 | -3.1% | 0.6 | 1514 | -9.6%
15 | N#C/C(=C\c1ccccc1OCc1ccc(C(=O)O)cc1)C(=O)Nc1ccc(O)cc1 | i | -0.5 | 0.6% | 0.18 | 1243 | 0.8% | 2.0 | 3.2 | 9.4 | 2.31 | -0.159 | 1.16 | -1.45 | 8.2% | . | . | 42.5%
16 | Nc1ccc(-c2nc3cc(N)ccc3s2)cc1 | i | 19.3 | -3.7% | 0.34 | 1280 | 0.6% | 1.9 | 1.8 | 1.5 | -1.19 | -0.198 | -0.856 | 0.0456 | 13.0% | -0.8 | 1017 | -20.8%
17 | O=C1CC(c2ccc(Cl)c([N+](=O)[O-])c2)c2ccc3ccccc3c2N1 (stereo unspecified) | i | 4.9 | -0.8% | -0.4 | 1009 | 1.4%[50 µM] | 2.1 | 1.5 | 7.2 | 0.32 | -0.179 | 0.496 | -0.775 | 0.5% | -2.3 | 946 | -4.5%
18 | COc1cccc(NC(=S)N(CCc2nc3cc(C)c(C)cc3[nH]2)Cc2cccnc2)c1 | i | 14.9 | 3.6% | . | . | 0.6% | 2.2 | 1.2 | 1.9 | -0.486 | -0.145 | -0.424 | -0.536 | -1.9% | . | . | 5.7%
19 | O=C(NCCN1CCOCC1)c1ccc2c(c1)ncn2C1CCCCC1 | i | 15.3 | 1.4% | -0.7 | 1514 | 0.1% | 3.6 | 1.9 | 2.9 | 1.09 | -0.32 | 0.0264 | -0.305 | 5.3% | -0.5 | 1331 | 3.9%
20 | O=S(=O)(NCC1CCCO1)c1cc(Br)c(Br)s1 (stereo unspecified) | i | -3.7 | . | 0.8 | 985 | 4.9% | 2.7 | 2.0 | 10.9 | -0.216 | -0.194 | 0.289 | 0.185 | 1.2% | -0.9 | 1042 | -4.4%
21 | CCc1nccn1Cc1cc(C=O)ccc1OC | i | 5.5 | -1.6% | 0.42 | 1300 | 0.4% | 3.2 | 2.1 | 7.4 | -0.292 | -0.21 | 0.0108 | 0.557 | 1.3% | 7.4 | 1073 | -3.3%
22 | Cc1ccc(S(=O)(=O)Nc2ccc3c(c2)nc2n3CCN(Cc3ccccc3)C2)cc1 | i | -6.1 | -1.7% | 0.61 | 1219 | i | 4.4 | 2.5 | 1.5 | -3.53* | 1.97* | -1.66* | -1.66* | 2.4% | -2.7 | 1158 | -5.5%
23 | O=C(NC1CC1)c1sccc1-n1cccc1 | i | 1.3 | -3.9% | 0.01 | 923 | 3.7% | 2.3 | 1.7 | 10.4 | -0.624 | -0.194 | -0.432 | 0.807 | 0.1% | -4.5 | 1181 | 9.8%
24 | O=C1C2C3c4ccccc4C(c4ccccc43)C2C(=O)N1c1cccnc1 (stereo unspecified) | i | -9.7 | -2.3% | 1.31 | 1329 | 5.7% | 2.0 | 2.8 | 1.6 | 1.16 | -0.313 | 1.07 | -0.421 | -2.1% | 0.0 | 550 | -23.0%
25 | COCCn1c(=S)[nH]c2cc(OC)c(OC)cc2c1=O | i | -9.6 | -1.6% | . | . | 0.1% | 3.1 | 1.0 | 4.3 | -0.587 | -0.246 | -0.501 | 1.44 | 3.3% | . | . | 0.1%
26 | COc1cc(C(=O)O/N=C(\N)c2cccc([N+](=O)[O-])c2)cc(OC)c1OC | . | . | . | 0.18 | 903 | 0.0% | . | . | . | -0.365 | -0.238 | 0.431 | -0.356 | 2.7% | 0.3 | 1241 | -7.9%
27 | CC(=O)NC(c1ccccc1)c1cccnc1 (stereo unspecified) | i | 13.7 | 4.4% | . | . | 0.7% | 3.0 | 1.8 | 7.8 | 0.94 | -0.239 | 0.973 | -1.49 | -1.4% | -7.3 | 1010 | 5.5%
28 | O=C(O)CCCC(=O)NS(=O)(=O)c1ccc(Cl)cc1 | i | 0.8 | -3.3% | . | . | 10.1% | 2.5 | 1.6 | 5.3 | -0.125 | -0.174 | -0.13 | -0.127 | -0.4% | -11.8 | 1103 | 23.2%
29 | N#Cc1nc(COc2ccccc2)oc1N1CCCCC1 | i | 9.0 | 0.0% | 1.35 | 962 | 2.6% | 4.4 | 2.8 | 3.1 | -0.398 | -0.0976 | -0.0822 | 0.0466 | 9.9% | 0.8 | 1168 | 6.8%
30 | CCC1CN(C(=O)Nc2ccc(C)cc2)c2cc(C)ccc2O1 (stereo unspecified) | + | 52.8* | 5.5% | . | . | -1.8% | 1.6 | 1.7 | 3.5 | -0.885 | -0.151 | -0.505 | -1.07 | -3.8% | 0.1 | 1566 | -0.1%
31 | O=C(COc1ccc(Br)cc1Br)NC1CCCC1 | i | 1.7 | -1.8% | 0.89 | 1093 | -1.0% | 3.7 | 2.3 | 7.9 | -1.21 | -0.27 | 0.0546 | -0.187 | 6.5% | -0.5 | 1046 | -5.1%

Bioassay records from PubChem.
